S1P1 ag-PAM = S1P1 (human) agonism or agonism potentiation; P21453; S1P1 CRE-bla cells, forskolin, beta-lactamase FRET, potentiator mode; S1P1 agonist co-added at EC20, 2 nM; 100% = saturating reference agonist, 0% = basal; activation, % at 9.5 µM; hit rate 0.57% among 56,000;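 active means activation above a cutoff set at the mean activation of all tested compounds plus 3 SD, cut at about 54% in these data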;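 further: forskolin at 4 µM as EC80 and the EC20 agonist is SEW2871; 100% = SEW2871 at its EC100 plus forskolin at EC80; some compounds past the cut are filed as inactive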
E coli RNAP = Escherichia coli RNA polymerase inhibition | P0A8V2 | E. coli RNA polymerase, fluorescence transcription assay | inhibition, %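 (tested at 10 µM)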 | hit rate 0.2% among 62,000 | AID 559; in the data active means inhibition above about 20%;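 further: 0% = enzyme without compound and 100% = no enzyme blank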
M1 ag = activates the M1 muscarinic receptor; B-score at 10 µM; hit rate 3% among 64,000; AID 626; CHO-M1 cells, Fluo-4 calcium fluorescence, agonist mode; stronger effect = higher value;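 active means fluorescence rise, raw or as B-score row- and column-corrected plate score, outside the 99.7% band of its plate's samples, either direction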
TNAP act DEA = activates human TNAP at intermediate phosphate acceptor concentration. P05186. purified TNAP, CDP-star luminescence, 100 mM DEA, 30 min; stronger effect = higher value; scale: 0 levamisole-inhibited, 1 vehicle-only enzyme. activation factor at 20 µM. 64,000 tested, under 10 active;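 active means activation factor of at least 2 at 20 µM, relative to controls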
HEK293 NFkB inh = inhibitors of the PMA/ionomycin-induced NF-kB reporter in HEK293 cells. AID 465. inhibition, % at 3 µM. hit rate 0.21% among 62,000. HEK-293 NF-kB luciferase reporter, luminescence;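 active means inhibition above the mean of all tested compounds plus 3 SD, cut at about 40% in these data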;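 further: 0% = stimulated DMSO wells and 100% = 10 µM reference inhibitor 5653914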
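Reagent: PMA plus ionomycin mix as NF-kB-activating stimulus. Assay system: NF-kB luciferase reporter HEK-293 cells. Technique: luminescence from luciferase substrate reagent. Incubation: 1 h compound pre-incubation, 16 h PMA/ionomycin at 37 °C. Benchmarks: DMSO only as uninhibited control, 10 µM reference inhibitor as full inhibition. Repeats: tested once.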
S1P3 ag = activates the human S1P3 receptor; Q99500; S1P3 NFAT-BLA reporter cells, agonism, FRET ratio; relative to 1 µM S1P, basal subtracted; activation, % at 4.5 µM; hit rate 0.1% among 60,000; AID 373;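 active means activation above the screen-wide mean plus 3 SD, cut at about 4.5% in these data, passing the limit was not always enough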; further: some compounds called inactive have numbers as strong as hits
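Measure – % activation relative to 1 µM S1P (100%), per plate · System – stable CHO line with human S1P3, Gα16, NFAT-BLA reporter · Timing – cells plated overnight, compound 4 h 37 °C, substrate 2 h RT · Technique – fluorescent BLA substrate, ex 405 nm, em 460/535 nm ratio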
Jurkat tox 60K = cytotoxic compounds reducing Jurkat cell viability; hit rate 1.2% among 56,000; inhibition, % at 4 µM; Jurkat E6.1 viability, ATP luminescence, 48 h;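 active means inhibition above the mean inhibition of all tested compounds plus 3 SD, cut at about 28% in these data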
M1 antag = antagonists of rat M1 muscarinic receptor. AID 628. P08482. CHO-M1 cells, Fluo-4 calcium, ACh EC80 antagonist mode; stronger effect = lower value. hit rate 3.4% among 64,000. B-score at 10 µM;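 active means calcium fluorescence response, raw or row-and-column corrected B-score, differing from the plate sample mean either way at a set confidence level, mostly lower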
D1 allo mod = D1 dopamine receptor (human) allosteric modulation; P21728; HEK293 D1, CRE-luciferase, dopamine EC30 potentiation; actives deviate in either direction; B-score at 10 µM; hit rate 5.9% among 58,000;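 active means luminescence count or its row- and column-corrected plate score outside the 99.7% band of the plate's sample wells, on either side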
An asterisk follows results filed as active; / = no result given.

Values run as follows: S1P1 ag-PAM	M1 ag	D1 allo mod	M1 antag	HEK293 NFkB inh	S1P3 ag	Jurkat tox 60K	E coli RNAP	TNAP act DEA
#1 CCOC(=O)N1CCC(NC(=O)CCc2c(C)nc3nc(C)nn3c2C)CC1
→ -31.7	-0.269	/	-0.0561	9.8	0.2	1.8	9.3	1
#2 Cc1cccc(C)c1NC(=O)N1CC=C(n2c(=O)[nH]c3ccccc32)CC1
→ 11.8	1.14	-1.33	0.257	11.0	-0.4	-1.6	2.8	1
#3 Cc1ccc(S(=O)(=O)N2CCN(C(=O)C3COc4ccccc4O3)CC2)cc1C (configuration not stated)
→ -10.3	-0.316	1.08	-0.407	-2.7	-0.7	3.0	2.8	1
#4 CCOc1ccc(C2CC(=O)NC3=C2C(=O)CCC3)cc1Cl (configuration not stated)
→ -17.3	-0.302	0.535	0.0861	14.8	-0.7	-0.1	1.8	0.9
#5 COc1ccc(OC)c(NC(=O)CCN2CCN(c3ccccc3)CC2)c1
→ -16.4	1.18	-0.766	-0.0926	0.4	-0.6	-4.2	2.5	1
#6 Cc1cc(-c2cccs2)n[nH]1
→ -18.8	2.33	-0.063	-0.063	11.6	0.8	0.4	3.8	0.8
#7 COc1ccc(C2C(C(=O)N3CCN(c4ccccc4)CC3)c3ccccc3C(=O)N2C)cc1 (configuration not stated)
→ /	3.19	-0.0295	-0.253	-0.4	/	/	0.6	1
#8 Cn1c(=O)c2[nH]c(-c3cccnc3)nc2n(C)c1=O
→ 10.5	1.04	-0.522	0.375	16.0	-1.8	-2.3	4.1	1
#9 COc1ccc(OC)c(NS(=O)(=O)c2ccc(N3CCCC3=O)cc2)c1
→ 3.2	0.00583	/	-0.0766	/	-3.7	/	8.8	0.9
#10 O=C(NCc1ccco1)c1ccc(CS(=O)(=O)Cc2ccc(F)cc2)o1
→ 4.4	0.0116	0.17	-0.872	14.1	-0.7	3.2	1.5	0.9
#11 C=CCn1c(SCC(=O)Nc2cc(C)ccc2C)nnc1-c1cnccn1
→ -19.3	-0.816	2.36	0.128	2.9	-0.8	-9.9	4.9	0.9
#12 C=C(C)CSC1=C(C#N)C(c2ccsc2)CC(=O)N1 (configuration not stated)
→ 9.1	-0.0584	/	-0.447	/	-1.6	/	10.9	0.9
#13 CNc1nnc(-c2ccncc2)s1
→ -1.5	/	/	/	10.7	-0.1	-11.7	-1.5	0.9
#14 COCCn1c(NCc2ccccc2)nc2c1c(=O)[nH]c(=O)n2C
→ /	-0.23	1.96	0.546	8.7	/	/	9.4	1
#15 CCOC(=O)c1[nH]c2ccccc2c1NC(=O)CC
→ 1.6	0.677	-0.0512	-0.101	17.1	-1.5	5.9	2.8	0.9
#16 CCN(CC)CCCNC(=O)c1sc2nc(-c3ccc(F)cc3)cn2c1C
→ -10.0	-0.52	/	-1.65	-6.6	-0.1	-0.5	7.0	1
#17 Cc1nn2c(nc1=O)SCC(c1ccccc1)=N2
→ /	-0.524	0.32	-0.643	-15.6	/	/	/	/
#18 Cn1nnnc1-c1cc(Br)ccc1NC(=O)c1ccccc1
→ 2.3	0.223	/	-1.68	/	-5.2	/	10.4	0.9
#19 CC(C)N(CCc1ccncc1)C(=O)Nc1ccc(F)cc1
→ -21.0	0.892	1.04	0.429	4.6	-0.9	9.9	6.7	0.9
#20 CNC(=O)c1cc2c(s1)CCCCCC2
→ -0.9	0.144	0.574	-0.521	5.4	-0.3	-3.8	5.8	0.9
#21 CC1Cc2ccccc2N1C(=O)C1CCCN(S(=O)(=O)c2cccc3nsnc23)C1 (configuration not stated)
→ 22.5	1.63	-0.135	-0.479	20.9	-1.1	7.0	4.0	0.8
#22 COc1ccccc1NC(=O)N1CCN(c2ccc3nncn3n2)CC1
→ 17.8	0.506	-0.363	-0.404	1.3	-1.6	-1.2	-0.2	0.9
#23 O=c1cc(CSc2nc3cc(Cl)ccc3o2)nc2sccn12
→ -22.2	0.304	/	-2.11	22.9	-0.6	7.0	-1.5	/
#24 CCOC(=O)c1ccc(NCc2nc3ccccc3[nH]2)cc1
→ -3.3	-1.89	-0.185	-0.425	2.4	-0.6	17.4	-11.3	0.9
#25 CCOC(=O)C1CCN(C(=O)COc2ccc(S(=O)(=O)NC(C)C)cc2Cl)CC1
→ -6.8	-0.0076	-0.176	-0.464	10.2	0.8	-8.8	-7.6	0.9
#26 N#Cc1nc(Cc2cccc3ccccc23)oc1NCCCn1ccnc1
→ 2.3	-1.64	-0.769	-1.82	17.8	-0.8	-0.8	-4.0	1
#27 CN1C(=O)CC(N2CCN(c3ncccn3)CC2)C1=O (configuration not stated)
→ 5.5	0.624	-0.398	-0.06	11.7	0.0	-1.2	2.2	0.9
#28 CCNc1nc(NCC)n2c(SCc3nc4ccccc4c(=O)[nH]3)nnc2n1
→ -68.2	-0.315	27.2*	0.277	10.7	2.4	-2.0	2.4	0.9
#29 On1cnnc1-c1ccccc1
→ 16.7	0.00642	1.44	-1.2	6.2	-0.6	-4.2	5.3	0.9
#30 COC(=O)c1ccc(C(=O)OC)c(NC(=O)CCc2ccc(C)o2)c1
→ -17.2	-0.429	0.441	-0.273	6.1	-0.1	-0.1	8.9	0.9
#31 O=C(CSc1nccc2ccccc12)N1CCN(Cc2ccc3c(c2)OCO3)CC1
→ 36.6	1.26	0.257	-0.136	4.9	-0.3	3.3	13.8	0.9
#32 CCC(C(=O)Nc1nnc(-c2ccco2)s1)c1ccccc1 (configuration not stated)
→ -17.7	-0.343	-0.00279	-0.188	4.9	-0.9	3.6	3.0	0.9
#33 O=C(NCc1ccco1)C1CCCN(S(=O)(=O)c2ccc(-n3cnnn3)cc2)C1 (configuration not stated)
→ -5.6	-0.194	0.649	-0.82	7.2	-0.7	-4.5	-1.7	1
#34 CN(C)c1nccc(Nc2ccccc2)c1C#N
→ -48.0	-0.534	0.566	0.179	-15.7	-0.5	-0.2	-2.2	1
#35 COc1ccc(CNC(=O)CSc2nnc(-c3ccc(NC(C)=O)cc3)n2C)cc1
→ 12.2	0.683	0.289	0.103	10.5	-0.8	1.8	6.5	1
#36 COc1ccc(OC)c(-c2cc(C(=O)N3CCN(c4ccccc4)CC3)no2)c1
→ -12.9	-1.51	0.397	0.73	-4.2	0.1	-2.7	6.8	0.9
#37 O=C(NCC(=O)N(c1ccc2c(c1)OCCO2)C(C(=O)NC1CCCC1)c1ccco1)c1ccco1 (configuration not stated)
→ 6.0	-0.355	0.0155	-0.0252	13.5	-0.4	-1.5	5.5	0.9
#38 CC1=C(C(=O)NCc2ccccc2)C(c2ccccc2OCC(N)=O)NC(=O)N1 (configuration not stated)
→ /	0.155	-0.722	0.137	20.5	-1.3	5.1	3.1	0.9
#39 CCOC(=O)c1cnn(-c2nc(C)cc(C)n2)c1N
→ 13.5	0.151	/	-0.00189	3.2	1.3	-5.5	10.4	0.9
#40 O=C(c1sc2ccccc2c1Cl)N(Cc1cccs1)C1CCS(=O)(=O)C1 (configuration not stated)
→ 11.0	-0.359	-1.37	0.196	15.0	-0.5	3.3	4.9	0.9
#41 CC1(C)Oc2ccc(C(=O)N3CCCC3)cc2N(CC(=O)NCc2ccccc2)C1=O
→ 8.2	0.698	-0.00527	-0.0064	16.3	0.1	-0.7	3.9	0.9
#42 CC1C(=O)C(C)C(c2ccc3c(c2)OCO3)NC1c1ccc2c(c1)OCO2 (configuration not stated)
→ 0.2	0.0856	1.28	-0.884	2.0	-1.1	-3.8	16.7	0.9
#43 CCOC(=O)C1CCCN(C(=O)Cc2ccc(OC)c(OC)c2)C1 (configuration not stated)
→ 6.6	-0.0105	/	0.166	-10.8	-1.4	0.6	4.0	0.9
#44 CCCC(=O)Nc1cc(=O)[nH]c2ncnn12
→ 10.7	0.00681	-0.75	-0.148	19.1	-2.7	1.5	/	1
#45 COc1ccc(NC(=O)c2cc(-c3cc(C)cc(C)c3O)n[nH]2)cc1Cl
→ 6.0	-0.666	-0.55	0.376	1.0	-0.3	-2.8	/	1.1
#46 O=C(CCC1N=C2c3ccccc3N=C(SCc3ccc(Cl)cc3)N2C1=O)NCc1ccco1 (configuration not stated)
→ 5.3	1.37	-0.616	-0.202	18.7	-0.4	-1.4	2.5	1
#47 COc1ccc2cc(C(=O)N3CCOCC3)sc(=O)c2c1OC
→ -19.8	-0.908	0.835	-0.018	-0.2	-0.6	-2.0	8.1	1
#48 COc1ccccc1NC(=O)c1ccc(Br)o1
→ -1.8	-0.296	0.0824	-0.612	10.7	-0.5	4.5	-3.0	0.8
#49 NC(=O)c1ccsc1NC(=O)C1CCCCC1
→ -23.4	-1.18	2.58	1.02	14.3	-0.6	-1.8	-0.6	0.9
#50 O=C(CNC(=O)c1cc2ccccc2o1)NCc1cccs1
→ -25.2	-0.367	0.0377	0.708	-4.5	0.0	13.0	1.7	0.8
#51 Cc1noc(C)c1S(=O)(=O)N1CCN(C(c2ccccc2)c2ccc(Cl)cc2)CC1 (configuration not stated)
→ -12.5	-1.87	0.472	-0.0725	-1.9	-0.7	-2.3	-1.5	0.9
#52 O=C(O)CSC1c2ccccc2C(=O)N1Cc1ccccc1 (configuration not stated)
→ /	-0.178	-0.715	-0.0128	-5.6	/	/	4.3	0.9
#53 CC(=O)Nc1ccc2oc(-c3ccccc3Br)nc2c1
→ 8.4	-0.0513	-2.83*	0.124	-42.1	-1.1	1.2	8.6	0.9
#54 Cc1ccc2cccc(NC(=O)c3ccc(Br)o3)c2n1
→ -18.1	0.154	-0.155	0.00253	12.7	-0.3	5.6	9.3	0.9
#55 N=c1c(C(=O)NCc2ccc(F)cc2)cc2c(=O)n3ccccc3nc2n1Cc1ccco1
→ -28.9	0.429	-0.163	-1.89	21.2	0.5	4.7	-5.4	0.9
#56 COc1ccc(S(=O)(=O)NC2CC3CCC2C3)cc1Cl (configuration not stated)
→ -11.8	0	0.307	-0.426	20.5	-0.1	3.2	4.6	0.9

Rows are unselected, and some 12% of all compounds hit somewhere here.
